Bioassay records from PubChem.
14-3-3 PPI: modulators of human 14-3-3 gamma - Raf peptide interaction; hit rate 0.19% among 160,000; AID 422; FP, 14-3-3gamma / TMR-pS259-Raf peptide binding; P61981; inhibition, % at 40 µM; in the data active = inhibition above about 30%;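 note: 0% = protein plus tracer without compound and 100% = blank with tracer alone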
Target sequence (P61981 whole entry, looked up): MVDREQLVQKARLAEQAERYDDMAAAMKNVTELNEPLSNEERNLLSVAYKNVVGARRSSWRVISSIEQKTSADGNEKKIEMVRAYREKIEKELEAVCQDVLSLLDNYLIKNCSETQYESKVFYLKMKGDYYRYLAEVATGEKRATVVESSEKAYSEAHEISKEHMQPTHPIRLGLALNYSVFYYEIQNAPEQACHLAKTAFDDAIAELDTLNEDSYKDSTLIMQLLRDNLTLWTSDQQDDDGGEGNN
Active calls of the source: *; & = joins results of further samples. This is a subset, so the mix of outcomes need not match the whole.

Compound | 14-3-3 PPI
CCC1CCCCN1S(=O)(=O)c1ccc(C(=O)Nc2nnc(-c3ccccc3Cl)o2)cc1 (stereo unspecified) | -5.1&-2.9
CCOC(=O)C[n+]1ncn2nc(C)c(CC)c([O-])c21 | 5.8
CC(=O)OCC(=O)[C@@]1(O)CC[C@H]2[C@@H]3CCC4=CC(=O)CC[C@]4(C)[C@H]3[C@@H](O)C[C@@]21C | 1.4
Cc1ccc(Sc2c(C)nn(C(=O)COc3ccc(Cl)cc3)c2C)cc1 | -0.1
Cn1c(SCC(=O)Nc2ccc3c(c2)oc2ccccc23)nnc1-c1ccccc1 | -2.9
O=C(NCc1ccccc1Cl)c1cc2n(n1)C(C(F)(F)F)CC(c1ccc3c(c1)OCO3)N2 (stereo unspecified) | 1.0
COc1ccccc1NC(=O)Nc1nnc(COc2ccccc2F)s1 | 4.3
Cn1c(SCc2cc(=O)n3cc(Br)ccc3n2)nnc1C1COc2ccccc2O1 (stereo unspecified) | -1.6
Cc1cc(C)nc(N2CCCC(C(=O)Nc3ccc4nc(C)c(C)nc4c3)C2)n1 (stereo unspecified) | -7.0
Cc1c(C(=O)OCCOC(C)C)[nH]c2c1C(=O)CC(c1ccc(C(C)(C)C)cc1)C2 (stereo unspecified) | -2.8
CCCc1nc(-c2ccc(-c3ccc(F)cc3)cc2)no1 | 3.0
COC(=O)c1c(NC(=O)COc2ccccc2C(C)(C)C)sc2c1CCCC2 | 1.2
Cc1ccc(/C(O)=C2\C(=O)C(=O)N(Cc3cccnc3)C2c2ccc(C(C)C)cc2)cc1 (stereo unspecified) | -4.5
CC1CCCN(C(=O)CSc2nnc(-c3cccnc3)n2C2CCCCC2)C1 (stereo unspecified) | -2.5
C=CCNC(=O)CCCn1c(=S)[nH]c2ccsc2c1=O | -8.3
COc1ccc(C2(CN=Cc3cccc([N+](=O)[O-])c3)CCCC2)cc1OC | 3.3
O=C(CCS(=O)(=O)Cc1ccccc1Cl)NCc1ccc2c(c1)OCO2 | -1.4
COc1cc2[nH]c(=O)n(CCC(=O)N3CCN(C)CC3)c(=O)c2cc1OC | -4.5
CCCCc1nc2c(=O)[nH]c3ccccc3c2o1 | -3.2
CC(NC(=O)c1cc(-c2ccc(Br)cc2)on1)c1ccccc1 (stereo unspecified) | -0.9&-12.1
COc1ccc(-n2nc3c(c2NC(=O)C2CCCC2)CS(=O)C3)cc1 (stereo unspecified) | 3.5
CCCC1(C(=O)OCC)NC(c2ccc(N(C)C)cc2)C2C(=O)N(c3ccccc3)C(=O)C21 (stereo unspecified) | -5.2
Cc1cccc(C)c1NC(=O)c1c(C(=O)O)cccc1[N+](=O)[O-] | 0.6
Cn1ncc2nnn(-c3ccccc3)c(=O)c21 | -8.2
CN(Cc1ccccc1)C(=O)C1CCN(Cc2ccc(F)cc2)CC1 | 0.2
COc1ccc(C2CC(C(F)(F)F)n3nc(C(=O)NC(C)(C)C)cc3N2)cc1 (stereo unspecified) | 0.0
Cc1c(C(=O)Nc2c3c(nn2-c2ccc(Cl)cc2)CS(=O)(=O)C3)cccc1[N+](=O)[O-] | -7.5
Cc1cccc(-c2nc(Nc3ccc4c(c3)CCC4)c3ccccc3n2)c1 | 3.8
CCOC(=O)C(C)c1nn(C)c(=O)c2ccccc12 (stereo unspecified) | 2.5
COC(=O)C(C)Sc1nc2ccccc2[nH]1 (stereo unspecified) | -5.0
COc1cc(C(Nc2cc(C)ccn2)c2ccc3ccc(C)nc3c2O)cc(OC)c1OC (stereo unspecified) | 3.0
O=C(CSc1ccccn1)Nc1ccc(F)c([N+](=O)[O-])c1 | -0.3
O=C(NCCCO)C(=O)Nc1ccccc1F | -3.9
CCn1c(SCC(=O)N2CCCC2)nnc1-c1c[nH]c2ccccc12 | 3.0
CCOc1ccccc1NC(=O)CN1C(=O)C2C3C=CC(C3)C2C1=O (stereo unspecified) | -3.2
COc1ccc(NC(=O)c2cc3nc(-c4ccc(Cl)cc4)cc(C(F)(F)F)n3n2)cn1 | 8.9
C=CCn1c(SCC(=O)Nc2ccccc2)nnc1-c1ccc2ccccc2n1 | 0.1
CCCCN1C(=O)C2C(C(=O)Nc3cccc(Cl)c3)C3C=CC2(O3)C1C(=O)NC1CCCCC1 (stereo unspecified) | 0.6
O=C1CSC(c2cn(-c3ccccc3)nc2-c2ccccc2)N1Cc1ccco1 (stereo unspecified) | -6.9
COc1ccc(OC)c(-c2nnc(SCC(=O)N3CCCc4ccccc43)o2)c1 | -6.6&-10.2
Cc1ccc(NS(=O)(=O)c2ccc3c(c2)CCN3C(=O)C2CC2)c(Cl)c1 | -18.7
Cc1ccc(S(=O)(=O)N2CCN(C(=O)c3ccccc3)C2C(C)C)cc1 (stereo unspecified) | -5.5
O=C(C1c2ccccc2Oc2ccccc21)N1CCN(c2ccc([N+](=O)[O-])cc2)CC1 | -13.9
CCOCCCNC(=O)C1CCN(S(=O)(=O)N2CCCCC2)CC1 | 1.2&-8.5
CCOC(=O)c1cccc(NS(=O)(=O)c2cc(Br)cc3c2N(C(=O)CC)CC3)c1 | -4.2
CC(C)Sc1nnc([C@H](C)NC(=O)OC(C)(C)C)o1 | -6.5
Fc1ccc2[nH]c3c(N4CCN(Cc5ccc6c(c5)OCO6)CC4)ncnc3c2c1 | -4.3
O=C(CNS(=O)(=O)c1ccc(Br)s1)NCc1ccc(F)cc1 | 2.5
COc1ccc(C)cc1NS(=O)(=O)c1ccc2c(c1)CCN2C(=O)C1CCC1 | -26.0
Cn1c(=O)[nH]c(=O)c2c1ncn2CCN1CCCCC1 | -3.1
O=C(CN1C(=O)c2ccccc2C1=O)Nc1sc2c(c1-c1nc3ccccc3s1)CCCC2 | -2.6
CCOC(=O)c1cccc(NC(=O)CCc2nc(-c3ccccc3F)no2)c1 | -3.2
CCSc1nnc2c(n1)OC(c1cc(Br)ccc1OC)N(C(=O)CC)c1ccccc1-2 (stereo unspecified) | -12.1
C=CCN1C(=O)c2ccccc2Sc2ccc(C(=O)NCc3ccccn3)cc21 | 3.1
O=C(Nc1cccnc1)C1CC(c2ccc(Cl)c(Cl)c2)=NO1 (stereo unspecified) | 1.2
COC(=O)c1ccc(CN2C(=O)c3ccccc3S2(=O)=O)cc1 | -8.2
Cc1c(CCOC(=O)CC23CC4CC(CC(C)(C4)C2)C3)sc[n+]1Cc1ccccc1 | -12.9
CCOc1cc(C2C(C(=O)OC)=C(C)NC3=C2C(=O)c2ccccc23)cc(Cl)c1OC (stereo unspecified) | -88.1
COc1ccc(-n2c(=O)c3c(C)c(C)sc3n(Cc3cccc(Cl)c3)c2=O)c(OC)c1 | -86.7
O=S(=O)(c1cccc(Cl)c1)N(CCCN1CCOCC1)Cc1cccs1 | 8.5

Some of the entries so far, field by field:
Fc1ccc2[nH]c3c(N4CCN(Cc5ccc6c(c5)OCO6)CC4)ncnc3c2c1
  14-3-3 PPI = -4.3

O=C(CNS(=O)(=O)c1ccc(Br)s1)NCc1ccc(F)cc1
  14-3-3 PPI = 2.5

COc1ccc(C)cc1NS(=O)(=O)c1ccc2c(c1)CCN2C(=O)C1CCC1
  14-3-3 PPI = -26.0

(next part)
Compound | 14-3-3 PPI
Cc1ccc(-n2nc(C(=O)Nc3ccc4c(c3)OCO4)c3c4ccccc4n(C)c3c2=O)cc1 | -19.0
Cc1cc(C)c2[nH]c(=O)c(C(c3nnnn3Cc3ccc4c(c3)OCO4)N3CCCCC3)cc2c1 (stereo unspecified) | -7.5
O=C(Nc1ccccc1)N(CCCN1CCOCC1)Cc1ccccc1F | -4.2
COC(=O)CSC1=C(C#N)C(c2cccc(OC)c2)CC(=O)N1 (stereo unspecified) | -0.8
Cc1ccc(NC2=CC(c3ccc4c(c3)OCO4)N(c3ccc(C)cc3)C2=O)cc1 (stereo unspecified) | -2.9
COc1ccc(OC)c2sc(N3CCN(c4ccccc4)CC3)nc12 | -7.0
COC(=O)c1cc(NC(=O)CCn2c(=S)oc3ccccc32)cc(C(=O)OC)c1 | -1.5
O=C(Nc1ccccn1)c1cccc(S(=O)(=O)N2CCCCC2)c1 | -11.8
Cc1ccc(NC(=O)CNS(=O)(=O)c2ccc(Br)s2)cc1Cl | -1.9
O=C1CC(NCc2ccc3c(c2)OCO3)C(=O)N1c1ccc(OC(F)(F)Cl)cc1 (stereo unspecified) | -2.9
C=CCn1c(C(Cc2ccccc2)NC(=O)c2cccs2)nc2ccccc21 (stereo unspecified) | -4.6
O=C1c2ccc([N+](=O)[O-])cc2C(=O)N1Cc1nc2ccc(Br)cc2c(=O)o1 | -6.5
Cc1cc(C(=O)Nc2ccc(-c3nc4ccccc4s3)c(O)c2)ccc1[N+](=O)[O-] | -4.9
Nc1c(S(=O)(=O)c2ccccc2)nnn1-c1ccccc1 | -8.3
CCCc1ccc(CC(=O)O)cc1 | 1.1

Individual results from above.
For 14-3-3 PPI, Cc1ccc(S(=O)(=O)N2CCN(C(=O)c3ccccc3)C2C(C)C)cc1 (stereo unspecified) is entered as -5.5
For 14-3-3 PPI, COc1ccc(NC(=O)c2cc3nc(-c4ccc(Cl)cc4)cc(C(F)(F)F)n3n2)cn1 is entered as 8.9
For 14-3-3 PPI, CCOC(=O)C[n+]1ncn2nc(C)c(CC)c([O-])c21 is entered as 5.8
For 14-3-3 PPI, Cc1cccc(-c2nc(Nc3ccc4c(c3)CCC4)c3ccccc3n2)c1 is entered as 3.8
For 14-3-3 PPI, COc1ccc(C2(CN=Cc3cccc([N+](=O)[O-])c3)CCCC2)cc1OC is entered as 3.3
For 14-3-3 PPI, COC(=O)c1c(NC(=O)COc2ccccc2C(C)(C)C)sc2c1CCCC2 is entered as 1.2
For 14-3-3 PPI, O=C(CSc1ccccn1)Nc1ccc(F)c([N+](=O)[O-])c1 is entered as -0.3

Next section.
Compound | 14-3-3 PPI
NC(Cc1ccc(Cl)cc1)C(=O)O (stereo unspecified) | 1.8
O=C(CC1CCCCC1)Nc1c2c(nn1-c1ccc([N+](=O)[O-])cc1)CSC2 | 0.4
CCn1c(=O)c(C(=O)Nc2ccccc2)c(O)c2ccccc21 | -4.6
CCC1Oc2ccccc2N(CC(=O)N2CCN(CC)CC2)C1=O (stereo unspecified) | -5.9
CCCCCCNC(=O)c1cnn2c(C)c(Cc3ccc(C)cc3)c(C)nc12 | -2.6
O=C(NCCNC(=O)c1ccc([N+](=O)[O-])cc1)c1ccncc1 | 0.1
CCn1c(SCC(=O)Nc2ccc(N3CCOCC3)c(Cl)c2)nnc1-c1ccc(N)cc1 | 4.5
Cn1c(NCc2cc(Cl)ccc2O)nc2ccccc21 | -3.2
CCCC(=O)c1ccc(N2CCOCC2)c(F)c1 | -3.7&-3.9
CCCOc1cccc(C(=O)Nc2ccc(NC(=O)c3ccco3)cc2)c1 | -5.5
CC(=O)NC(c1cccs1)c1cc(Cl)c2cccnc2c1O (stereo unspecified) | -10.6
NC(=O)C1CCN(C(=O)c2cc(S(=O)(=O)N3CCOCC3)c(Cl)cc2Cl)CC1 | -0.2
Cc1nc2ccc(Br)cc2c(-c2ccccc2)c1C1=NN(C(=O)CCC(=O)O)C(c2ccccc2Cl)C1 (stereo unspecified) | -9.6
CCOc1ccc(C2=Nn3c(nnc3-c3cccc(F)c3)SC2)cc1Cl | -6.2
O=C(COc1ccccc1)NC(c1ccc([N+](=O)[O-])cc1)c1cc(Cl)c2cccnc2c1O (stereo unspecified) | -7.8
CCC(C)OC(=O)C1=C(C)NC2=C(C(=O)C(C(=O)OC)C(C)C2)C1c1ccc2c(c1)OCO2 (stereo unspecified) | -4.4
CCc1sc(NC(=O)CN2CCOCC2)nc1-c1ccccc1 | -4.3
CC1CC(C)CN(c2nc(-c3ccccc3O)nc3ccccc23)C1 (stereo unspecified) | -4.5
CC1(C)C2CCC1(CS(=O)(=O)N1CCCc3ccccc31)C(=O)C2 (stereo unspecified) | 6.4
CC(=O)C1C(c2ccc(Br)cc2)C(C#N)(C#N)C2C=Cc3ccccc3N12 (stereo unspecified) | -214.9
CN(C)c1ncc(C(=O)O)cn1 | 8.8
CCc1ccc(C2Nc3ccc(Br)cc3-c3nnc(SC)nc3O2)cc1 (stereo unspecified) | 0.4
O=C(NC1CCCC1)c1ccc(Cn2c(=O)c3ccccc3n(Cc3ccc(F)cc3)c2=O)cc1 | -0.1
Cc1ccc(S(=O)(=O)c2nc(C(C)(C)C)oc2N2CCOCC2)cc1 | -7.2
CCOc1cc(-c2nc3ccccn3c2N=Cc2ccc(Cl)c([N+](=O)[O-])c2)ccc1O | -5.9
CCOc1ccc(CNC(=O)CN2N=C(c3ccccc3)CCC2=O)cc1OC | -5.9
CCOc1cc2[nH]c(=O)n(CCC(=O)NCCc3ccc(OC)c(OC)c3)c(=O)c2cc1OCC | -4.6
Cc1ccccc1CSC1=NCCN1C(=O)c1ccccc1 | 0.4
COc1cc2c(cc1OC)C(COc1cccc(C(F)(F)F)c1)N(C(=O)c1ccc(S(=O)(=O)N3CCCC3)cc1)CC2 (stereo unspecified) | -34.0
CCOc1ccc(NC(=O)CS(=O)(=O)c2cccc3nsnc23)cc1 | -8.3
Cc1ccc2nc(-c3ccncc3)c(NC3CCCCC3)n2c1 | 0.5
Oc1ccc(C2Nc3ccccc3C(c3ccccc3)(c3ccccc3)O2)cc1O (stereo unspecified) | -4.7
CCc1c(C)nc2ncnn2c1N1CCC(C(=O)Nc2ccc(C)cc2)CC1 | 4.8
CNc1nc2sc3c(c2c(=O)n1C)CC(C)(C)SC3 | -2.5
CCOc1ccc(/C(O)=C2\C(=O)C(=O)N(c3nnc(C)s3)C2c2ccc(C(C)C)cc2)cc1 (stereo unspecified) | -8.5
O=C(Nc1ccccc1Oc1ccccc1)c1ccc(S(=O)(=O)N2CCOCC2)cc1 | 4.6
O=C(Nc1n[nH]c(C2CCCCC2)n1)C1CCCCC1 | 0.3
O=C(COc1ccc(Cl)cc1)CC(=O)c1ccc(Cl)cc1 | 8.8
CC1CCN(S(=O)(=O)c2ccc3c(c2)C(=O)c2cc(S(=O)(=O)N4CCC(C)CC4)ccc2-3)CC1 | 0.4
CCOC(=O)c1cnc(SCc2nc(N)nc(Nc3ccccc3)n2)nc1N | 2.3
CCc1ccc(C2=CC(c3cc(OC)ccc3OC)n3nnnc3N2)cc1 (stereo unspecified) | -14.7
CCOc1cc(C2C(C(=O)OCCc3ccccc3)=C(C)NC3=C2C(=O)CCC3)cc(Br)c1O (stereo unspecified) | -5.4
O=C(NCCCNc1ccc([N+](=O)[O-])cc1C(F)(F)F)c1ccco1 | -9.9
